DAGLB inhibitor – DAGLB lipase inhibitors, primary screen, biochemical, fluorescence, HTS | inhibition, % at 5.17 µM | HEK293T DAGLB membrane lysate, EnzChek fluorogenic substrate | 340,000 tested, 0.059% active; in the data active means inhibition above about 34%;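 further: 0% = enzyme with vehicle and 100% = wells lacking enzyme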
Target sequence (Q8NCG7 whole entry, looked up): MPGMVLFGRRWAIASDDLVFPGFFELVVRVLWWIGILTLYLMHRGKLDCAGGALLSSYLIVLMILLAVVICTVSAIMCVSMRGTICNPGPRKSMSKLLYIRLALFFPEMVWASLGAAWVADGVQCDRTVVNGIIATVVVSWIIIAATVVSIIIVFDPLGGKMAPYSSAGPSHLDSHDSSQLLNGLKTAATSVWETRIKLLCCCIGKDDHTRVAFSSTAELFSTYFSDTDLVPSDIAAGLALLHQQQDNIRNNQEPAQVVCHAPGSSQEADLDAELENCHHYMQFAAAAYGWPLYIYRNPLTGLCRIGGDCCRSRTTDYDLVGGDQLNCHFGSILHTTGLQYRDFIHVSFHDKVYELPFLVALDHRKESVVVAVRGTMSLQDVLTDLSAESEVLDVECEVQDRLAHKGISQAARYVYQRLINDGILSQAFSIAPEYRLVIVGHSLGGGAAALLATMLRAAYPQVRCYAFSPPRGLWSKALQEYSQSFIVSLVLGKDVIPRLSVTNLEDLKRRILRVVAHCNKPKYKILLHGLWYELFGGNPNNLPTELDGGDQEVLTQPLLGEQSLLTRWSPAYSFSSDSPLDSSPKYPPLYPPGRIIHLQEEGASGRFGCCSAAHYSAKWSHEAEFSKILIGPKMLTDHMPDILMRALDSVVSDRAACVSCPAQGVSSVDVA
C-LANA FP – inhibitors of KSHV C-LANA binding to DNA, primary screen, biochemical, fluorescence polarization, FAM-LBS DNA, MBP-C-LANA, single point; Kaposi's sarcoma herpesvirus LANA C-terminal domain (residues 932-1162) DNA binding; inhibition, % at 9 µM; 340,000 tested, 0.078% active; AID 504423, 2011;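 active means highest replicate inhibition at or above 60% at 9 µM, even if other replicates fall short; inactive means all replicates below 60% inhibition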;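 further: 0% = neutral control wells and 100% = 4 µM acridine orange control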
RTF Ca sens inh – cardiac RTF calcium sensitivity inhibitors, primary screen, biochemical, IANBD-TnC fluorescence, EC70 calcium; inhibition, % at 7.15 µM; Troponin I, cardiac muscle (Homo sapiens) + Troponin T, cardiac muscle (Homo sapiens) + …; 340,000 tested, 0.12% active; IANBD-labeled cardiac RTF, Ca2+ fluorescence;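 active means inhibition above the mean inhibition of all tested compounds plus 3 SD, cut at about 17% in these data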;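 further: assay run at fixed EC70 calcium of 1.6 mM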
PKA-R2B act – activators of PKA-R2B holoenzyme, primary screen, biochemical, fluorescence polarization, Cy5-IP20, human; cAMP-dependent protein kinase catalytic subunit beta (Homo sapiens) + cAMP-dependent …; PKA-R2B holoenzyme dissociation; R2B truncated from residue 108, S112A mutant; 0% DMSO only, 100% 113 µM cGMP; activation, % at 11.4 µM; 340,000 tested, 0.079% active;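 active means activation above a cutoff set at the mean over all compounds plus 3 SD, cut at about 18% in these data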;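 further: higher means more holoenzyme dissociation and a rise in polarization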
Keap1-Nrf2 PPI – Keap1-Nrf2 protein-protein interaction inhibitors, primary screen, biochemical, fluorescence polarization, single point | 340,000 tested, 0.15% active | Keap1 Kelch-Nrf2 peptide fluorescence polarization, 1536-well | inhibition, % at 9.4 µM; in the data active means inhibition above about 12%;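 further: human Keap1 Kelch domain with fluorescein labeled Nrf2 9mer peptide probe; 0% = neutral control wells and 100% = peptide positive control; higher means more block of Keap1 binding to Nrf2 peptide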
CAL PDZ FP-1 – CAL PDZ peptide-binding inhibitors, primary screen, biochemical, fluorescence polarization, Cer-tagged CAL PDZ, HTS | Golgi-associated PDZ and coiled-coil motif-containing protein (Homo sapiens), Q9HD26 | AID 504414, 2011 | 330,000 tested, 0.02% active | inhibition, % at 20 µM | purified CAL PDZ, TMR-peptide fluorescence polarization, 1 h;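 active means highest replicate inhibition of at least 40%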;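 further: plate controls were DMSO neutral control wells for no effect and unlabeled competitor peptide control wells for full effect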
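Test system: purified CerCALP PDZ construct; Compound dosing: one concentration, 20 µM compound; Also added: TMR-labelled reporter peptide T*-PRC34 bound in PDZ groove; Read-out: inhibition from polarization loss; Controls: unlabelled peptide and DMSO controls; Signal: FP readout, S and P plane fluorescence; Incubation: 1 h at RT.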
SR-BI uptake up – activators of SR-BI mediated DiI-HDL uptake, primary screen, ldlA[mSR-BI] CHO cells, DiI fluorescence | 3 h; 100 = double the neutral-control signal | AID 504775, 2011 | activation, % at 12.5 µM | 320,000 tested, 0.096% active;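 active means mean replicate activation of at least 60% and every replicate at or above 60%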;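 further: 0% = median plate neutral-control signal and 100% = twice that signal; values of inactives mirror those of a sister screen read the other way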
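Assay system: LDL receptor-deficient CHO ldlA cells overexpressing murine SR-BI / Medium: BSA-supplemented, HEPES-buffered Ham's F12, pH 7.4 / Probe or stimulus: DiI-labelled HDL at 10 µg/mL final / Timing: compound with DiI-HDL co-incubation, 3 h at 37 °C / Technique: bottom-read cell fluorescence after medium removal, ex 550/em 595 nm / Measure: HDL uptake via cellular fluorescence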
Rtt109 Vps75 – inhibitors of C. albicans Rtt109/Vps75 HAT, primary screen, biochemical, ThioGlo CoA-SH fluorescence, plate reader | 330,000 tested, 0.16% active | inhibition, % at 34.9 µM | Histone acetyltransferase RTT109 (Candida albicans (strain SC5314 / ATCC MYA-2876)), … | purified Rtt109/Vps75, 4 h;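 active means inhibition of at least 50% in every replicate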
Target sequence (Q5AAJ8 whole entry, looked up): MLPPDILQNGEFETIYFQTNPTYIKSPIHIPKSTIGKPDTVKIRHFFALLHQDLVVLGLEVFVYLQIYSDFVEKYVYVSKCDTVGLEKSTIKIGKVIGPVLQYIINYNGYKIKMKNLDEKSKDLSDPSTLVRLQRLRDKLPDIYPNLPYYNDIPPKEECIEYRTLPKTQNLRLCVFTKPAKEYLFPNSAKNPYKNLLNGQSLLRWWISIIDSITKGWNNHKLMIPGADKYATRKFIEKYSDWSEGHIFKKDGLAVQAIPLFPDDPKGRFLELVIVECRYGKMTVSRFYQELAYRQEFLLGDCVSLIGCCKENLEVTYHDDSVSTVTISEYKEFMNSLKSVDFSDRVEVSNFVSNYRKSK
CAL PDZ FP-2 – untagged CAL PDZ binding inhibitors, primary screen, biochemical, fluorescence polarization, HTS | Golgi-associated PDZ and coiled-coil motif-containing protein (Homo sapiens), Q9HD26 | purified CAL PDZ, TMR-peptide fluorescence polarization, 1 h | inhibition, % at 24.9 µM | 300,000 tested, 0.92% active | AID 602252, 2012;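 active means mean inhibition of at least 30% with at least half of replicates also reaching 30%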;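 further: 0% = DMSO neutral control and 100% = excess unlabeled competitor peptide PRC23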
cardiac RTF act – cardiac RTF calcium sensitivity activators, primary screen, biochemical, IANBD-TnC fluorescence, EC20 calcium. activation, % at 7.2 µM. 340,000 tested, 0.24% active. AID 493008, 2010. IANBD-labeled TnC RTF fluorescence at EC20 calcium; 0% EC20 calcium, 100% full calcium. Troponin I, cardiac muscle (Homo sapiens) + Troponin T, cardiac muscle (Homo sapiens) + …;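 active means activation above the mean over all tested compounds plus 3 SD, cut at about 30% in these data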;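 further: rise in fluorescence read as greater calcium sensitivity of cardiac thin filaments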
The depositor's hits bear a star; . = not tested or not shown.

SMILES	DAGLB inhibitor	C-LANA FP	RTF Ca sens inh	PKA-R2B act	Keap1-Nrf2 PPI	CAL PDZ FP-1	SR-BI uptake up	Rtt109 Vps75	CAL PDZ FP-2	cardiac RTF act
COc1ccc(C)cc1NC(=O)c1ccc(NS(=O)(=O)c2cccc3cccnc23)cc1	-6	-0.7	5	2	-4	-1.1	-15	10	-5	-2
OCCC1CN(C2CCC2)CCN1Cc1ccc(F)c(F)c1 (centres undefined)	0	-6.2	-3	3	3	2.2	-5	7	-3	3
O=S(=O)([N-]c1nc2ccccc2nc1-[n+]1ccccc1)c1ccccc1	-2	0.6	5	-9	-2	-0.9	33	0	-5	5
COc1cc2c(cc1OC)C(COc1cccc(C(F)(F)F)c1)NCC2 (centres undefined)	2	-1.7	5	-11	-3	-2.6	11	-6	-1	-3
c1ccc2c(C[C@@H]3CNCCN3CCC34CC5CC(CC(C5)C3)C4)cccc2c1	-1	0.2	-5	-8	0	-1.1	5	-8	0	-6
COc1ccc(NC(=O)CSCC(=O)Nc2ccc(S(=O)(=O)N3CCOCC3)cc2)cc1	-2	-0.8	-1	-7	1	-2.9	7	-3	-4	-4
COc1cccc(OC(=O)c2ccccc2)c1OC(=O)c1ccccc1	8	3.0	-7	-5	3	-3.6	.	3	-1	-1
COc1c(Cl)cc(Cl)cc1/C=N/NC(=O)c1nnn(-c2nonc2N)c1CN1CCC(C)CC1	-2	1.8	0	2	3	-2.4	3	0	-5	1
CC(=O)c1cccc(NC(=O)NC(C)C2CCCO2)c1 (centres undefined)	1	-1.4	4	2	2	-1.8	9	-4	-2	-6
COCCNc1nc2c(-c3cccc(C(F)(F)F)c3)nnn2c2ccccc12	1	-0.2	7	3	-5	-0.9	-38	-3	0	-4
CCn1cc(CNC(=O)C2CCC(=O)N(Cc3ccccc3F)C2)cn1 (centres undefined)	0	-1.9	-7	6	-1	-0.1	-4	-7	-5	3
CCOC(=O)C1=C(C)N(c2ccccc2)C(=O)/C1=C\c1ccco1	-2	-0.5	1	0	-2	-0.9	-27	16	-3	-8
O=C(COc1ccc2c3c(c(=O)oc2c1)CCC3)N1CCN(c2ccc(F)cc2)CC1	0	1.6	-3	-5	0	-1.7	-42	5	-1	-2
COc1ccc(CCNc2oc(COc3ccccc3)nc2C#N)cc1	-2	-1.4	-10	-4	1	-1.1	-10	18	-1	-1
O=c1[nH]nc(Cc2ccc3ccccc3n2)c2ccccc12	-1	-0.2	0	-11	1	-0.8	-9	-2	-1	-1
COc1ccc(-n2c(C)nn(CCOc3ccccc3)c2=O)cc1	-3	-1.2	-13	10	-5	-3.0	-11	7	-4	2
COc1ccc(CCNC(=S)NCCc2c[nH]c3ccccc23)cc1	2	-1.0	-10	-12	-1	-1.2	-19	8	-1	3
COc1ccccc1CN(Cc1cc2c(C)ccc(C)c2[nH]c1=O)Cc1nnnn1Cc1ccco1	2	-1.3	2	-7	-7	-1.0	7	3	-2	3
COc1ccccc1-n1c(SCC(=O)Nc2ccc(Br)cc2)nc(O)cc1=O	4	-1.1	-4	2	-3	-0.8	11	-19	7	5
CC(C)(C)C(=O)Nc1cc(C(F)(F)F)ccc1N1CCOCC1	-3	-0.6	-6	5	3	.	-2	9	5	-3

Laid out differently: results already given
The line under a structure holds: DAGLB inhibitor	C-LANA FP	RTF Ca sens inh	PKA-R2B act	Keap1-Nrf2 PPI	CAL PDZ FP-1	SR-BI uptake up	Rtt109 Vps75	CAL PDZ FP-2	cardiac RTF act
- COc1ccc(C)cc1NC(=O)c1ccc(NS(=O)(=O)c2cccc3cccnc23)cc1
 : -6	-0.7	5	2	-4	-1.1	-15	10	-5	-2
- OCCC1CN(C2CCC2)CCN1Cc1ccc(F)c(F)c1 (centres undefined)
 : 0	-6.2	-3	3	3	2.2	-5	7	-3	3

Going on with the list.
SMILES	DAGLB inhibitor	C-LANA FP	RTF Ca sens inh	PKA-R2B act	Keap1-Nrf2 PPI	CAL PDZ FP-1	SR-BI uptake up	Rtt109 Vps75	CAL PDZ FP-2	cardiac RTF act
N#CC1C(C#N)N2CCCN2C1c1ccc(Br)cc1 (centres undefined)	-2	3.1	-6	5	-1	0.7	21	-1	.	5
O=C(CN1CCC(NC(=O)C2CCCCC2)CC1)Nc1ccccc1	0	1.4	5	-2	-6	-2.2	0	1	.	-2
CS(=O)(=O)N1CCN(c2ccccc2NC(=O)Cc2ccccc2)CC1	-2	-2.1	-3	-3	3	1.2	19	7	10	3
O=C(c1cccnc1)N1CCN(Cc2cccc(Br)c2)CC1	-6	1.1	-10	4	1	-0.4	26	1	3	-3
CC(=O)c1ccc(OCC(=O)N(C)CC(=O)Nc2ccc(N3CCOCC3)cc2)cc1	-3	-0.2	-1	-11	0	-1.0	-8	10	.	-4
Cc1nn(Cc2ccc(Cl)cc2)c(C)c1NC(=O)c1cc(C(C)C)on1	-1	0.4	0	1	2	-2.1	-29	-3	1	-2
CCOc1ccc(NC(=O)CS(=O)CC(=O)N(CC(=O)NC(C)(C)C)C2CCCC2)cc1 (centres undefined)	-2	-1.5	4	-3	3	-2.2	-4	10	-5	-3
CCOC(=O)C1=C(C)Nc2ccccc2N=C1NC(=O)C(CC)c1ccccc1 (centres undefined)	0	-1.4	5	3	5	-2.8	-13	.	-7	-14
CCN(CC)c1ccc2c(cc1=O)[C@@H](NC)CCc1cc(OC)c(OC)c(OC)c1-2	0	1.9	-10	4	-5	-3.4	1	5	2	0
Cn1ccc(C(=O)N2CCCc3ccccc32)n1	-1	1.0	-2	-16	-3	0.1	-9	13	-2	-3
CCCNC(=S)N1CCC(Cc2ccccc2)CC1	-5	0.3	-2	3	3	0.3	-3	5	-1	2
S=C1COC(c2ccccc2)N1c1ccccc1 (centres undefined)	0	0.8	-3	-4	-4	-0.8	-21	3	1	-1
COc1ccc(Cl)cc1S(=O)(=O)N1CCN(C)CC1	0	0.1	3	-5	1	0.3	24	11	.	-4
O=C(CNC(=O)c1cccs1)N/N=C/c1c[nH]c2ccccc12	4	2.7	-12	-4	-2	-7.6	12	6	4	3
COc1ccc(/C(C)=N\NS(=O)(=O)c2ccccc2)cc1OC	-1	-1.1	-2	1	1	-1.8	5	-6	-1	4
Cc1ncsc1CCC(=O)N1CCCC(C(=O)c2cccc(Cl)c2)C1 (centres undefined)	4	0.9	3	7	-3	-2.2	-11	-3	-2	-6
CCCOc1ccc(C(=O)OCC(=O)c2c(N)n(C)c(=O)n(C)c2=O)cc1OC	1	0.8	-6	-4	-8	-0.8	-56	-2	5	3
COc1cc(C(=O)N/N=C(\C)c2ccc(NC(=O)Cc3ccccc3)cc2)ccc1O	-2	0.2	0	-3	2	-2.4	-5	-4	-5	-5
Cc1ccccc1N=C1c2cc([N+](=O)[O-])ccc2-c2ncccc21	1	0.4	-5	-5	-3	0.7	19	-1	-6	7
CCN(CC)C(=O)CN1C(=O)C2(NC(=O)c3ccccc3N2)c2ccccc21 (centres undefined)	-1	-1.9	-1	0	-2	-1.1	4	-16	.	2
C=CCn1c(C(C)NC(=O)COC)nc2ccccc21 (centres undefined)	1	0.5	-7	6	-1	-0.2	18	-4	.	3
COc1ccccc1NC(=O)C1CCN(C(=O)NCc2ccccc2)CC1	3	0.0	7	-4	0	-0.2	-63	3	56*	-9
Cc1cc(C)c2[nH]c(=O)c(CN(Cc3ccc4c(c3)OCO4)Cc3nnnn3C3CCCC3)cc2c1	2	0.4	0	-5	2	-1.0	-9	5	-1	-1
NCC(O)COc1ccc2c(c1)OCO2 (centres undefined)	4	0.5	-7	-11	-2	-4.6	9	2	-1	4
CCc1nnc(N/N=C/c2ccccc2Cl)n1N	2	-1.3	1	-4	1	0.0	11	12	0	0
O=C(CSCc1nc2c(nnn2Cc2ccc(F)cc2)c(=O)[nH]1)Nc1c(Cl)cc(Cl)cc1Cl	0	2.8	6	-5	2	-0.9	7	1	-5	-3
CN(C)C1=NCCN1CCc1ccccc1	0	0.9	-4	1	2	-0.4	-7	-4	-3	12

A stretch of the results above, as a working copy:
SMILES	DAGLB inhibitor	C-LANA FP	RTF Ca sens inh	PKA-R2B act	Keap1-Nrf2 PPI	CAL PDZ FP-1	SR-BI uptake up	Rtt109 Vps75	CAL PDZ FP-2	cardiac RTF act
CCCOc1ccc(C(=O)OCC(=O)c2c(N)n(C)c(=O)n(C)c2=O)cc1OC	1	0.8	-6	-4	-8	-0.8	-56	-2	5	3
COc1cc(C(=O)N/N=C(\C)c2ccc(NC(=O)Cc3ccccc3)cc2)ccc1O	-2	0.2	0	-3	2	-2.4	-5	-4	-5	-5
Cc1ccccc1N=C1c2cc([N+](=O)[O-])ccc2-c2ncccc21	1	0.4	-5	-5	-3	0.7	19	-1	-6	7
CCN(CC)C(=O)CN1C(=O)C2(NC(=O)c3ccccc3N2)c2ccccc21 (centres undefined)	-1	-1.9	-1	0	-2	-1.1	4	-16	.	2
C=CCn1c(C(C)NC(=O)COC)nc2ccccc21 (centres undefined)	1	0.5	-7	6	-1	-0.2	18	-4	.	3
COc1ccccc1NC(=O)C1CCN(C(=O)NCc2ccccc2)CC1	3	0.0	7	-4	0	-0.2	-63	3	56*	-9
Cc1cc(C)c2[nH]c(=O)c(CN(Cc3ccc4c(c3)OCO4)Cc3nnnn3C3CCCC3)cc2c1	2	0.4	0	-5	2	-1.0	-9	5	-1	-1
NCC(O)COc1ccc2c(c1)OCO2 (centres undefined)	4	0.5	-7	-11	-2	-4.6	9	2	-1	4
CCc1nnc(N/N=C/c2ccccc2Cl)n1N	2	-1.3	1	-4	1	0.0	11	12	0	0
O=C(CSCc1nc2c(nnn2Cc2ccc(F)cc2)c(=O)[nH]1)Nc1c(Cl)cc(Cl)cc1Cl	0	2.8	6	-5	2	-0.9	7	1	-5	-3
CN(C)C1=NCCN1CCc1ccccc1	0	0.9	-4	1	2	-0.4	-7	-4	-3	12

High-throughput results: PubChem, several laboratories

Random draw from the library, and some 1.6% of all compounds hit somewhere here.
